# EPAC2 antagonist = qHTS for Antagonist of cAMP-regulated guanine nucleotide exchange factor 2 (EPAC2): primary screen; Rap guanine nucleotide exchange factor 4 (Homo sapiens), Q8WZA2; EPAC2 GEF exchange of Rap1B-BODIPY-GDP, fluorescence; Potency, µM (highest dose often 114 µM), for inactives: top-dose activity, negative = inhibition, usual class: inhibitors; actives 0.18% (n = 360,000); note: potency is the fitted concentration of half-maximal effect; % is set by controls: 0 for no effect and ±100 for the full control effect; nearly all actives have a fitted effect of over 45% in size; many of its hits are not listed in these tables
# CCT chaperon mod = High-Throughput Screening for Modulators of Cytosolic Chaperonin Activity; purified chaperonin ATPase assay, HTRF ADP detection, 30 min; activity change, % (no concentration beside the values), hits read low; actives 0.3% (n = 360,000); in the data active = activity change below about -30%; note: % is set by controls: 0 for no effect and ±100 for the full control effect
#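 ATPase activity: ADP formed was measured by HTRF Transcreener (665/615 nm ratio) after 30 min at 37 deg C with 10 uM ATP. Compounds screened at one 76 uM concentration against 40 or 20 nM TRiC in Tris pH 7.4/KCl/MgCl2/DTT buffer.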
# PLK1 PBD block = qHTS for Inhibitors of PLK1-PDB (polo-like kinase 1 - polo-box domain): Primary Screen; actives 2.8% (n = 360,000); Serine/threonine-protein kinase PLK1 (Homo sapiens), P53350; Potency, µM, without a hit: max response, negative = inhibition, hits mostly inhibitors; Plk1 PBD binding of FITC phosphopeptide, fluorescence polarization; note: potency is the fitted concentration of half-maximal effect; series mostly up to about 57 µM; % is set by controls: 0 for no effect and ±100 for the full control effect; nearly all actives have a fitted effect of over 65% in size
# Target sequence (P53350 whole entry, looked up, the tested form may be a part): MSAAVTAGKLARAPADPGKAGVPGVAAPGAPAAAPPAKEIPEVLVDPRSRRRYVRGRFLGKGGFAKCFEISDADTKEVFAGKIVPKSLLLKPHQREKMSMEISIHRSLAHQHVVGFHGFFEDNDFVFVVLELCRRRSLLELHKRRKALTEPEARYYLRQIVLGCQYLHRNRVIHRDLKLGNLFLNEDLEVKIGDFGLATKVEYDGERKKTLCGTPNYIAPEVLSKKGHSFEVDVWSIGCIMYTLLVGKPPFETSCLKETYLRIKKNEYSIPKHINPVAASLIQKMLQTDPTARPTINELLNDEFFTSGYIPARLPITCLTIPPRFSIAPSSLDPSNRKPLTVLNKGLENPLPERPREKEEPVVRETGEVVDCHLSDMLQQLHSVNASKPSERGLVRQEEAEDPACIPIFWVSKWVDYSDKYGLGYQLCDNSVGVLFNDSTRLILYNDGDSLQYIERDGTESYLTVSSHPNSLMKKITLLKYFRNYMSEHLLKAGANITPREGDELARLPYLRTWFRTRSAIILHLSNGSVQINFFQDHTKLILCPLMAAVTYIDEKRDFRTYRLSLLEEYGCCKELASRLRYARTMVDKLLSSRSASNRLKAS
# EPAC1 antagonist = qHTS for Antagonist of cAMP-regulated guanine nucleotide exchange factor 3 (EPAC1): primary screen; Rap guanine nucleotide exchange factor 3 (Homo sapiens), O95398; EPAC1 GEF assay, Rap1b-BODIPY-GDP exchange fluorescence; Potency, µM (series often up to 115 µM), inactives show at the highest dose activity change, negative = inhibition, most hits filed as inhibitors; actives 0.14% (n = 360,000); AID 720709, 2013;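 note: potency is the fitted concentration of half-maximal effect; plate controls were vehicle for no effect and positive control for full effect; nearly all actives have a fitted effect of over 50% in size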
# PI5P4Ka inh = qHTS for Inhibitors of phosphatidylinositol 5-phosphate 4-kinase (PI5P4K); max response, %; Phosphatidylinositol 5-phosphate 4-kinase type-2 alpha (Homo sapiens), P48426; PI5P4Kalpha enzyme, ADP-Glo luminescence, 60 min; active compounds read low; actives 1.2% (n = 330,000); AID 652105, 2013; active = max response of -50% or lower; inconclusive = between -30% and -50%; inactive = -30% or higher; note: value at the top dose of about 77 µM; % is set by controls: 0 for no effect and ±100 for the full control effect
# Target sequence (P48426 whole entry, looked up): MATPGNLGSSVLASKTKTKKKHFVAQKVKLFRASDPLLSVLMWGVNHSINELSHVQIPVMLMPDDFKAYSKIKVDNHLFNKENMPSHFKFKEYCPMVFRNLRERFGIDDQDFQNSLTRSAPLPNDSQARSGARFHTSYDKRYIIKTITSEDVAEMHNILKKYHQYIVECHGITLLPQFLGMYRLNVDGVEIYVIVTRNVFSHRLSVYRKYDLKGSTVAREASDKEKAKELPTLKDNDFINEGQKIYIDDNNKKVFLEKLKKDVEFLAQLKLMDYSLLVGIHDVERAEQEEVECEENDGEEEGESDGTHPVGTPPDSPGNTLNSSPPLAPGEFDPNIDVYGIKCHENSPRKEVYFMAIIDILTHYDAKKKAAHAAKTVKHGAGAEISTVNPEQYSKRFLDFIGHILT
#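 Human PI5P4Kalpha with substrate in 0.038 M HEPES pH 7.4, 0.28 mM EGTA, 0.1% CHAPS, 5% DMSO; reaction started with 5 microM ATP (final), 60 min at room temperature. ADP formed read by ADP-Glo luminescence.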
# WRN inhibitor = qHTS for Inhibitors of WRN Helicase; Bifunctional 3'-5' exonuclease/ATP-dependent helicase WRN (Homo sapiens), Q14191; WRN helicase unwinding, fluorescent forked duplex, kinetic; Potency, µM (highest dose often 114 µM), for the others: at the top dose activity change, negative = inhibition, most hits filed as inhibitors; actives 0.46% (n = 360,000); AID 651768, 2012; note: potency is the fitted concentration of half-maximal effect; % is set by controls: 0 for no effect and ±100 for the full control effect; nearly all actives have a fitted effect of over 55% in size
#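 Kinetic fluorescence helicase assay: unwinding of a quenched forked DNA duplex (100 nM final) with 2 mM ATP final raises red fluorescence (525/598 nm). Compounds sat 15 min at room temperature with 20 nM WRN beforehand.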
# MmCpn inh = Inhibitors of TCP-1 ring complex (TRiC) of Methanococcus maripaludis (MmCpn): qHTS | Chaperonin Mm-Cpn (Methanococcus maripaludis) | purified Mm-Cpn ATPase, ADP Transcreener TR-FRET | Potency, µM (doses to about 76.9 µM), without a hit: at the highest dose activity, negative = inhibition, usual class: inhibitors | AID 504842, 2011 | actives 0.031% (n = 330,000); note: potency is the fitted concentration of half-maximal effect; % is set by controls: 0 for no effect and ±100 for the full control effect; nearly all actives have a fitted effect of over 80% in size
#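 Quantitative HTS used 25 nM Mm-CPN and 10 uM ATP in magnesium/KCl Tris buffer, pH 7.4, with 1 mM DTT. Hydrolysis ran 30 min at 37°C; ADP was read by HTRF.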
# EPAC1 agonist = qHTS for Agonist of cAMP-regulated guanine nucleotide exchange factor 3 (EPAC1): primary screen. Rap guanine nucleotide exchange factor 3 (Homo sapiens), O95398. EPAC1 agonist qHTS, biochemical assay; response scale: 100% = response to 6.5 mM cAMP. Potency, µM (series often up to 154 µM), for inactives: at the highest dose activation, most hits filed as activators. actives 0.073% (n = 360,000). AID 720707, 2013; note: potency is the fitted concentration of half-maximal effect; nearly all actives have a fitted effect of over 60% in size
#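 Read-out is the fluorescence drop as BODIPY-GDP leaves Rap1B (480 nm excitation, 540 nm emission), recorded every 5 minutes over 30 minutes. Reactions held 100 nM EPAC1, 250 nM Rap1B–BODIPY-GDP and 50 uM GDP, with 6.5 mM cAMP setting full activation.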
# * hit, by the source's call; ? = inconclusive; . = no result given; [ ] = another dose, or the depositor's remark. Unless noted, calls come from the whole dose curve; as a rule, active = well fitted curve in the direction sought with a large enough effect; inconclusive = small, poorly fitted or top-dose-only effect, or another doubt; inactive = no such curve, though single readings can be large; an effect the other way counts as inactive or inconclusive. The list is partial; the hit share may differ from the screen's.
WRN inhibitor	CCT chaperon mod	EPAC1 agonist	PLK1 PBD block	PI5P4Ka inh	EPAC2 antagonist	MmCpn inh	EPAC1 antagonist	SMILES
6%	1.4	-2%	-4%	-4	-18%	-2%	-10%	CC(C)c1ccc(CN(C)C(=O)c2ccc(S(=O)(=O)NCc3ccco3)cc2)cc1
-3%	-3.3	10%	?	6	-6%	-1%	?	CS/C(N)=N/N=C/c1cc(C)ccc1O
-3%	-0.5	2%	-5%	.	11%	0%	24%	COc1ccc(C2C(C(=O)OCC(=O)NC(C)(C)C)CCC(=O)N2c2ccc(C)cc2)cc1OC (stereo not given)
7%	-0.9	-12%	4%	-3	4%	1%	-12%	CC(=O)Nc1cccc(NC(=O)CCCC2CCCCC2)c1
-10%	-0.7	4%	-3%	.	-5%	1%	-9%	CS(=O)(=O)Nc1cccc(C2=NN(S(=O)(=O)c3ccccc3)C(c3cccs3)C2)c1 (stereo not given)
3%	-0.6	-12%	-15%	7	-4%	3%	-17%	CCOC(=O)c1c(C)[nH]c(C(=O)OCc2ccc([N+](=O)[O-])cc2)c1C
5%	-1.5	-5%	-4%	-6	4%	-1%	17%	Cc1ccccc1NC(=O)CCN1CCc2ccccc2C1
8%	-1.9	3%	-7%	2	6%	.	11%	CCOC(=O)C1(CCC(=O)OCc2ccccc2)CCCCC1=O (stereo not given)
-17%	-0.7	10%	-6%	-20	45%[activator]	-2%	-3%	COc1ccc2nc(SCC(=O)Nc3ccc4[nH]c(=O)[nH]c4c3)[nH]c2c1
-2%	1.6	-6%	1%	7	-12%	1%	8%	CC(C)CCN1C(=O)c2ccc(C(=O)OCC(=O)N(C)C3CCS(=O)(=O)C3)cc2C1=O (stereo not given)
3%	-0.6	-8%	1%	-6	1%	-1%	-21%	CN(CC(=O)Nc1ccccc1F)CC(=O)Nc1ccccc1Br
2%	-11	6%	-13%	-2	4%	0%	-12%	Cn1c(CNC(=O)c2ccco2)nnc1SCC(=O)Nc1ccccc1Cl
-9%	-1.0	-5%	0%	6	?	.	-17%	COC(=O)c1ccc(COc2cccn3c(N(C)C(=O)CCC4CCCC4)c(C)nc23)cc1
4%	-0.4	6%	-10%	1	-3%	-5%	-3%	CCN(CC)N=Nc1ccc(S(=O)(=O)N2CCSC2C(=O)O)cc1 (stereo not given)
4%	-1.1	1%	6%	-5	0%	1%	5%	Cc1ccc(F)cc1S(=O)(=O)NCc1ccc(N2CCN(C)CC2)cc1

# 2 compounds from above with just PLK1 PBD block and EPAC1 antagonist:
smiles,PLK1 PBD block,EPAC1 antagonist
CC(C)c1ccc(CN(C)C(=O)c2ccc(S(=O)(=O)NCc3ccco3)cc2)cc1,-4%,-10%
CCN(CC)N=Nc1ccc(S(=O)(=O)N2CCSC2C(=O)O)cc1 (stereo not given),-10%,-3%

# The listing continues.
WRN inhibitor	CCT chaperon mod	EPAC1 agonist	PLK1 PBD block	PI5P4Ka inh	EPAC2 antagonist	MmCpn inh	EPAC1 antagonist	SMILES
-8%	-4.9	20%	-4%	-2	-6%	-2%	-1%	COc1cc(OC)cc(C(C(=O)NCc2ccccc2)N(Cc2ccco2)C(=O)c2ccno2)c1 (stereo not given)
5%	-1.9	1%	30µM*	-1	10%	1%	28%	COc1ccc(OC)c(CCNC(=O)CCc2nnc3ccc(N4CCOCC4)nn23)c1
-4%	2.5	-1%	-11%	.	-2%	-8%	4%	COCCN(CCOC)S(=O)(=O)c1ccc(C(=O)Nc2nc(-c3ccncc3)cs2)cc1
7%	0.6	14%	-13%	-3	-3%	-1%	-1%	CCN(CC)CCn1c(=S)[nH]c2cc(C(=O)NCc3ccccc3Cl)ccc2c1=O
-27%[57.1 µM]	-3.5	-10%	?	-12	2%	1%	24%	O=C(NC(=S)Nn1cnnc1)c1cccc(Br)c1
-4%	1.5	3%	1%	4	12%	-2%	5%	CCSCC1COC(c2cccn2Cc2ccc(C)cc2)=N1 (stereo not given)
-7%	-1.5	0%	-15%	0	-5%	-10%	?	COc1cc2c(cc1OC)C(=O)N1[C@H]3c4cc(Cl)ccc4OC[C@@H]3[C@H](c3ccccc3)[C@]1(C)C(=O)N2
-6%	-1.2	-1%	-28%	6	-9%	1%[15.4 µM]	-19%	CCOC(=O)N1CCc2[nH]c3ccc(C)cc3c2C1
5%	-1.8	-2%	-8%	0	1%	.	12%	O=C(C1=C(O)C(=O)N(CCN2CCOCC2)C1c1cccs1)c1cc2ccccc2o1 (stereo not given)
-9%	-0.2	8%	-5%	7	-7%	4%	-6%	COc1cccc(-c2noc(-c3ccoc3C)n2)c1
-2%	0.2	7%	-10%	1	-7%	5%	11%	COc1ccccc1-c1noc(CSc2nc(C)cc(=O)[nH]2)n1
-10%	1.2	0%	-8%	.	5%	0%	-3%	O=C(Nc1sc2c(c1C(=O)O)CCCCC2)c1ccco1
2%	0.0	-1%	0%	-3	8%	1%	5%	O=C(NNC(=O)C1CCN(c2ncccn2)CC1)c1ccc(F)cc1
2%	-1.0	11%	-8%	.	-15%	1%	-10%	Cc1ccc(-c2noc(/C=C/c3ccccc3)n2)cc1
-25%	0.9	1%	-13%	-25	-8%	-13%	-10%	Cc1ccc(-c2nn(-c3ccccc3)cc2C(=O)OCC(=O)Nc2ncc(Cl)cc2Cl)cc1

# Additional results
WRN inhibitor	CCT chaperon mod	EPAC1 agonist	PLK1 PBD block	PI5P4Ka inh	EPAC2 antagonist	MmCpn inh	EPAC1 antagonist	SMILES
3%	1.4	-9%	3%	-6	15%	2%	-20%	CC(=O)N1c2ccc(S(=O)(=O)NCc3ccco3)cc2CC1C (stereo not given)
-1%	-3.4	0%	-8%	1	-4%	-2%	-5%	COc1ccc(CCNC(=O)C2CCC(CNc3c(N4CCCC4)c(=O)c3=O)CC2)cc1OC (stereo not given)
5%	-0.6	-8%	-1%	-2	6%	1%	-5%	CCOC(=O)N1CCN(S(=O)(=O)N2CCCC(C(=O)NCc3ccc(F)cc3)C2)CC1 (stereo not given)
-29%[57.1 µM]	-0.5	-2%	-10%	1	5%	0%	-4%	O=C(O/N=C/C1=C(Cl)c2ccccc2CC1)c1ccc(F)cc1
-1%	-4.9	3%	-8%	-6	9%	1%	6%	O=C(CN1C(=O)CC(c2ccccc2)S(=O)(=O)c2ccccc21)NC1CCCC1 (stereo not given)
-23%	2.4	0%	1%	6	-11%	0%	-13%	Cc1ccc(C(=O)N2C(=O)C(c3ccccc3)Oc3ccccc32)cc1 (stereo not given)
7%	-0.9	-1%	5%	7	0%	1%	-4%	CC(c1ccccc1)n1c(Br)nc2c1c(=O)[nH]c(=O)n2C (stereo not given)
-30%	0.8	15%	-8%	-4	13%	0%	-24%	CCc1cccc(CC)c1NC(=O)CN1CCN(S(=O)(=O)c2ccccc2)CC1
-6%[11.6 µM]	1.3	-14%	?	-24	66%[activator]	0%	-12%	Cc1ccc(CN2C(=O)N/C(=C/c3ccc(-c4ccc(C(=O)O)cc4)o3)C2=O)cc1
-7%	2.0	-16%	-17%	4	2%	1%	33%[activator]	CN(CC1CCOCC1)C(=O)CC1C(=O)NCCN1Cc1cccc(C(F)(F)F)c1 (stereo not given)
?	2.5	2%	21µM*	-28	1%	-6%	-15%	COc1cc(/C=N/NC(=O)c2c(C)nc3ccc(Cl)cn23)cc(OC)c1OC
-4%	0.2	-14%	-2%	1	-6%	0%	-2%	CN(CCCCCCCCCCN(C)C(=O)Oc1cccc([N+](C)(C)C)c1)C(=O)Oc1cccc([N+](C)(C)C)c1
-12%	-1.4	1%	-18%	0	-2%	.	-1%	COc1ccccc1C=NN1C(=O)CSC1=S
6%	0.3	4%	-6%	1	7%	-7%	-3%	Cc1ccc(CC(=O)NC2CCN(C)CC2)cc1
-8%[11.6 µM]	0.5	-2%	-14%	-6	-7%	-5%	11%	CC(/C=N/NC(=O)c1nnn(-c2nonc2N)c1CN(C)C)=C\c1ccco1
-24%	2.2	?	0%	.	-11%	0%	-5%	Cc1ccc(C(=O)NCCSc2ccc(Cl)cc2)cc1S(=O)(=O)Nc1ccccc1
2%	-10	5%	1%	-2	31%[activator][57.1 µM]	-2%	9%	COc1cccc2cc(C(C)N(CCCN3CCOCC3)C(=O)Nc3ccccc3)oc12 (stereo not given)
-2%	-0.4	-3%	-8%	-1	15%	-4%	10%	Cc1nccn1CC(O)COC1CCCCC1 (stereo not given)

# Gathered by group: the entries above with a Cl atom.
WRN inhibitor	CCT chaperon mod	EPAC1 agonist	PLK1 PBD block	PI5P4Ka inh	EPAC2 antagonist	MmCpn inh	EPAC1 antagonist	SMILES
2%	-11	6%	-13%	-2	4%	0%	-12%	Cn1c(CNC(=O)c2ccco2)nnc1SCC(=O)Nc1ccccc1Cl
7%	0.6	14%	-13%	-3	-3%	-1%	-1%	CCN(CC)CCn1c(=S)[nH]c2cc(C(=O)NCc3ccccc3Cl)ccc2c1=O
-7%	-1.5	0%	-15%	0	-5%	-10%	?	COc1cc2c(cc1OC)C(=O)N1[C@H]3c4cc(Cl)ccc4OC[C@@H]3[C@H](c3ccccc3)[C@]1(C)C(=O)N2
-25%	0.9	1%	-13%	-25	-8%	-13%	-10%	Cc1ccc(-c2nn(-c3ccccc3)cc2C(=O)OCC(=O)Nc2ncc(Cl)cc2Cl)cc1
-29%[57.1 µM]	-0.5	-2%	-10%	1	5%	0%	-4%	O=C(O/N=C/C1=C(Cl)c2ccccc2CC1)c1ccc(F)cc1
?	2.5	2%	21µM*	-28	1%	-6%	-15%	COc1cc(/C=N/NC(=O)c2c(C)nc3ccc(Cl)cn23)cc(OC)c1OC
-24%	2.2	?	0%	.	-11%	0%	-5%	Cc1ccc(C(=O)NCCSc2ccc(Cl)cc2)cc1S(=O)(=O)Nc1ccccc1

# Assay outcomes from PubChem BioAssay.
